Compound activity (PubChem)
HSF-1 act: HSF-1 activators, primary screen, NIH3T3-HGL cells, MG132 stress, luminescence, single point; NIH3T3-HGL HSF-1 luciferase reporter, 8 h; 100% = twice DMSO control signal; activation, % at 9 µM; 300,000 tested, 1.7% active;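 active = mean replicate activation of at least 50% with a set share of replicates each reaching 50%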;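 also: 0% = median of the neutral control wells and 100% = twice that signal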
KLF5 inh: KLF5 expression inhibitors, primary screen, DLD-1 cells, luminescence | AID 1700, 2009 | inhibition, % at 5 µM | DLD-1 KLF5 promoter-luciferase reporter | 290,000 tested, 0.23% active;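 active = inhibition above a per-plate limit of that plate's mean compound inhibition plus 3 SD, cut at about 60% in these data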;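 also: 0% = DMSO wells and 100% = LY294002 at 200 µM; higher means less KLF5 promoter-driven luciferase light; inactives centre near -14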
HSF1 inh: HSF1 inhibitors in luciferase reporter cells, primary screen, cell-based, NIH3T3, luminescence; NIH3T3-HGL HSE-luciferase, MG132-induced, luminescence 8 h; stronger effect = lower value; AID 2098, 2009; 300,000 tested, 0.77% active; activity change, negative = inhibition, % at 7.5 µM (by protocol);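 active = more than half of replicate wells show activity change below -50%, luminescence cut by over half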;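 also: luciferase reports HSF-1 transcriptional activity via heat shock element; 0% = median of DMSO wells and -100% = zero luminescence signal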
GSK3B inh: human GSK3beta kinase inhibitors, primary screen, biochemical, cell-free homogeneous, HTS | Glycogen synthase kinase-3 beta (Homo sapiens), P49841 | AID 2097, 2009 | GST-GSK3beta kinase, ADP-Glo luminescence, 60 min; stronger effect = lower value | activity score (negative = inhibition), % at 10 µM | 300,000 tested, 0.038% active;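 active = more than half of replicate wells score below -50%, meaning over 50% inhibition versus plate controls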;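 also: 0% = median DMSO wells and -100% = median GW8510 positive control wells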
Target sequence (P49841 whole entry, looked up): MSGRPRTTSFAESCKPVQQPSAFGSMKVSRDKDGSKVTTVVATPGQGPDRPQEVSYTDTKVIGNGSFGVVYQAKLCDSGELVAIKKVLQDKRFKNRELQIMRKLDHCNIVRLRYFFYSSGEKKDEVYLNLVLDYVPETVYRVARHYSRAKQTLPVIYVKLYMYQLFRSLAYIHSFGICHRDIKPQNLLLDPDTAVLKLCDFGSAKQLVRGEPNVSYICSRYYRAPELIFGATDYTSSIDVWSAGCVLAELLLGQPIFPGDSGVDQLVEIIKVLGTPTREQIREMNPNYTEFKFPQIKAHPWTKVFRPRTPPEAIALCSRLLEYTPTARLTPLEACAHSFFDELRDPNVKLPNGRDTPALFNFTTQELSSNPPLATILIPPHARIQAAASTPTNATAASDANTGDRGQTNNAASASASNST
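Assay system: GST-tagged human GSK3beta kinase, cell-free; Input: 1.6 ng GSK3beta; Medium: Tris/MgCl2 kinase buffer; Timing: 60 min enzyme reaction, room temperature; Signal: ADP-Glo luminescence quantifying ADP generated by kinase; Evaluation: score relative to plate controls; Benchmarks: DMSO neutral wells and GW8510 at 20 µM as positive.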
HSP90 inh: HSP90 inhibitors, primary screen, cell lysate, luminescence. Rabbit reticulocyte lysate, luciferase refolding luminescence, 3 h. inhibition, % at 5.6 µM. 290,000 tested, 0.91% active. AID 1789, 2009;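 active = inhibition above the screen-wide mean plus 3 SD, computed separately per campaign, cut at about 16% in these data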;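 also: 0% = DMSO wells and 100% = 60 µM geldanamycin wells; inhibitors lower the luminescence because luciferase stays unfolded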
GSK3A inh: blockers of GSK3A enzyme activity – biochemical, luminescence, cell-free homogeneous, HTS, primary screen; Glycogen synthase kinase-3 alpha (Homo sapiens), P49840; GSK-3 alpha kinase, ADP-Glo luminescence, 60 min; inhibition, % at 10 µM; 320,000 tested, 0.1% active;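 in the data active = inhibition above about 50%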;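 also: GST-tagged GSK-3 alpha with peptide substrate and 25 µM ATP; 0% = DMSO neutral wells and 100% = GW8510 positive control wells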
Target sequence (P49840 whole entry, looked up): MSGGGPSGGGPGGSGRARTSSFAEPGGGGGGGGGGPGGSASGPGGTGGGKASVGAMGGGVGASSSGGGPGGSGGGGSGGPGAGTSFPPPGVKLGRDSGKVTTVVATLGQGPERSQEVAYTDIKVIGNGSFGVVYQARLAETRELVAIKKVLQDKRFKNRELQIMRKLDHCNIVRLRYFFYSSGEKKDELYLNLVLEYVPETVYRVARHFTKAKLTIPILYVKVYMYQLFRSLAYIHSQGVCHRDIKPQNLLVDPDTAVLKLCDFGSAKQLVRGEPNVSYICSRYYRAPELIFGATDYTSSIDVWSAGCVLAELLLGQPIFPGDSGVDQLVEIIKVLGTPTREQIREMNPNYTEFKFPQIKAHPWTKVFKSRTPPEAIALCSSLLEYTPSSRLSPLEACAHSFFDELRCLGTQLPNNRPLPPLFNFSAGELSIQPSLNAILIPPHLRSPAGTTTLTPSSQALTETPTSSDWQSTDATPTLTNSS
HIF act: HIF pathway transcriptional activators, primary screen, cell-based, U2OS HRE-luciferase, luminescence | U2OS HRE-luciferase reporter; normalized: DMSO 0%, desferrioxamine 100% | activation, % at 7.5 µM (by protocol) | 300,000 tested, 0.32% active;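 active = mean activation of at least 10% of the iron chelator positive control signal, with at least half of replicates also reaching 10%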
IEC-6 tox: cytotoxicity in IEC-6 intestinal epithelial cells, primary screen, cytotoxicity control for KLF5 inhibitor project, cell-based, luminescence; IEC-6 cytotoxicity, luminescence viability; AID 1825, 2009; 290,000 tested, 0.78% active; inhibition, % at 5 µM; in the data active = inhibition above about 22%;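 also: 0% = plate median of test compound wells and 100% = cytotoxic reference compound wells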
aSyn 5UTR inh: MLPCN primary screen, SNCA 5' untranslated region; inhibition, % (tested at 7.5 µM); AID 1813, 2009; alpha-synuclein 5'UTR reporter, inhibitor activity; 300,000 tested, 0.82% active; in the data active = inhibition above about 60%;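 also: H4 neuroglioblastoma cells stably carrying SNCA 5'UTR luciferase fusion; 0% = DMSO wells and 100% = positive control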
AI-2 QS mod: Vibrio harveyi AI-2 quorum sensing modulators, primary screen, JMH597 strain, luminescence/OD600 ratio; Vibrio harveyi JMH597 AI-2 luminescence/OD600 ratio, 9 h; stronger effect = lower value; strain lacks LuxN and CqsS sensors; 0 = neutral-control median; activity change, % at 7.5 µM; 300,000 tested, 0.4% active; in the data active = activity change below about -75%, passing the limit was not always enough;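 also: luminescence divided by OD600 gain over 9 h not by final OD600 alone; inactives centre near 13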
Starred values were filed as active, the others as inactive; / = not tested or not shown. Rows were taken by chance; overall some 4.7% were active at least once.

Fields – HSF1 inh, HSF-1 act, AI-2 QS mod, HIF act, HSP90 inh, GSK3B inh, KLF5 inh, IEC-6 tox, GSK3A inh, aSyn 5UTR inh
C=CCn1c(SCC(=O)NC(N)=O)nnc1-c1cc2c(s1)CCC(CC)C2 (stereo not drawn)
  6, 19, 21, 0.4, -2, -1, -36, 1, -1, 3
Cc1ccc(C)n1-c1sc2c(c1C#N)CCCC2
  -3, 18, 1, -1.3, -2, -21, -27, 4, -6, -24
CCNC(=S)N1CCCC(C(N)=O)C1 (stereo not drawn)
  -10, -1, 28, -0.3, 0, 5, 4, 4, -1, 13
O=C(NCc1ccco1)C1OCCc2ccccc21 (stereo not drawn)
  23, 41, 19, -0.4, -2, -2, -16, 2, -2, 3
CCC(C)CCCCCCCCCCC(=O)O (stereo not drawn)
  1, 3, 14, -0.1, /, -2, /, /, -1, 9
CC(=O)c1c[nH]c(C(=O)NCc2ccccc2Cl)c1
  0, 8, 35, -0.2, -1, 3, -18, -5, 0, 15
O=C1OC(c2ccc3c(c2)OCO3)N(C(=O)c2ccc(Cl)c(Cl)c2)c2ccccc21 (stereo not drawn)
  20, 41, 7, 1.3, 1, -1, -150, 3, -3, -91
COc1ccc(/C=N/NC(=O)c2ccc(-c3ccccc3)cc2)cc1O
  -13, 3, 48, 0.9, 6, -1, -13, 3, 5, -18
CC1=C(C(=O)Nc2ccccc2)C(c2ccncc2)C(C#N)=C(SCC(=O)Nc2ccccc2)N1 (stereo not drawn)
  1, 7, 8, -0.5, -3, 4, 7, -1, -2, 12
Cc1cc(C)n2ncc(/C(N)=N/OC(=O)c3ccccc3F)c2n1
  15, 39, 7, 2.5, 1, 0, -109, -3, -2, -100
C=CCNC(=S)NNC(=O)c1cccc2ccccc12
  0, 4, 49, -0.2, 2, 1, -4, -3, 4, 11
CNc1ccc(/C=C(\C#N)c2ccccn2)cc1[N+](=O)[O-]
  11, 18, 23, 3.3, 3, 2, -18, -4, -2, -157
CC1=C(C(=O)OCc2ccccc2)C(c2cccnc2)c2c(n(C)c(=O)n(C)c2=O)N1 (stereo not drawn)
  -6, 3, 4, -0.4, 0, -5, -2, 6, 1, 4
COc1ccc(NC2CCCN(Cc3cccc4cnccc34)C2)cc1 (stereo not drawn)
  -3, -6, 12, -0.4, -4, 1, -29, 0, -2, 11
CSCC[C@H](NC(=O)OC(C)(C)C)C(=O)N1CCC(C(=O)N[C@@H](C)C(=O)NCc2ccc(F)cc2)CC1
  -1, 10, 14, 0.1, -6, 1, -10, -6, -4, 18
O=C(O)CCCN1C(=O)/C(=C/c2ccc(-c3nc4ccccc4s3)o2)SC1=S
  1, 13, 11, 0.2, 0, 5, -35, -2, /, -76
Clc1ccc(C2=Nn3c(nnc3-c3cccs3)SC2)cc1
  -3, 4, -8, -0.1, 0, -1, -28, 3, -3, 12
COc1ccccc1OCC(=O)Nc1c2c(nn1-c1ccccc1)CS(=O)(=O)C2
  4, 6, 24, 0.0, -1, 0, -9, -4, -1, -7
O=S(=O)(NCCN1CCOCC1)c1ccc(Oc2ccccc2Cl)cc1
  -3, 9, 10, -0.4, -2, -2, -12, -8, -5, 12
CCOc1ccc(Nc2nc(N)c3ccccc3n2)cc1
  -19, -25, 3, -2.1, 60*, -8, 81*, 20, 29, 102*
Nc1cc2c([N+](=O)[O-])cccc2o1
  4, -22, 31, -0.3, 1, -1, 17, -5, -2, -20
Cc1c(C(=O)NNS(=O)(=O)c2ccccc2Cl)sc(=S)n1C
  -4, -2, 34, -0.2, -4, 2, 15, 8, -2, 0
CN(C)c1ccc(CNC(=O)C2CCN(S(=O)(=O)c3ccc4c(c3)CCCC(=O)N4)CC2)cc1
  0, -6, 24, 2.0, 0, 0, -46, -2, -1, 16
COc1ccccc1CC(=O)N(CCC1=CCCCC1)c1c(N)n(Cc2ccccc2)c(=O)[nH]c1=O
  9, 16, 27, -0.4, /, 0, /, /, /, 1
CC(NCc1ccc([N+](=O)[O-])cc1)C1COc2ccccc2O1 (stereo not drawn)
  7, 2, 7, 0.4, -3, 3, -13, 2, -1, -8
CN(C)c1ccc(NC(=O)COC(=O)c2cc(=O)c3ccccc3o2)cc1
  -10, -11, 3, -16, 0, 2, -7, -2, -2, 1
CN(Cc1ccccc1)C(=O)c1cc2cc(F)ccc2[nH]1
  5, 15, -13, 0.1, 1, -4, -17, 5, -2, -44
Cn1c(O)c(N=Nc2ccc(F)cc2)c2ccccc21
  4, 42, -12, 0.2, 3, 2, 16, 2, -1, -62
CSc1cccc(NC(=O)c2ccccn2)c1
  13, 10, 6, 3.1, -1, 1, -154, 3, -4, -103
Cc1ccc(OCc2cc(C(=O)NC3CCc4ccccc43)no2)cn1 (stereo not drawn)
  -11, 11, 9, 0.8, -1, -1, -16, 3, -1, 18
CCC(=O)NC1=C(C#N)C2(CCCC2)Cc2ccccc21
  0, -2, 14, 0.3, 0, 0, -12, -3, -1, 15
COCCNC(=O)CCC(=O)NNc1nc2ccccc2c2nc(-c3ccccc3)nn12
  16, 24, 19, 0.0, -1, -6, -8, 10, -1, -48
CC(C)CCNC(=O)CSc1nc2ccccc2c(=O)[nH]1
  22, 55*, 30, -0.1, 0, 6, -39, 3, -3, 12
OC[C@@H](O)[C@@H](O[C@H]1O[C@H](CO)[C@@H](O)[C@H](O)[C@H]1O)[C@H](O)[C@@H](O)CO
  1, -5, 12, 0.2, -3, 2, -31, -9, 1, 0
CCCC(=O)Nc1c(-c2ccccc2)c(=O)c(C)nn1-c1ccccc1
  0, 2, 0, -0.2, -4, 1, -20, -4, -1, -10
CS(=O)(=O)N1CCc2cc(C(=O)OCC(=O)c3ccccc3)ccc21
  23, 29, -77*, 3.1, 7, -15, -9, 3, 0, -138
COc1cccc(CNC(=O)C(Cc2ccccc2)n2cccc2)c1 (stereo not drawn)
  6, 3, 3, -0.2, 3, 4, -27, 1, -3, 0
Cc1cccc(N(CC(=O)NCCSc2nc3ccccc3s2)S(=O)(=O)c2ccccc2)c1
  4, 23, -2, -0.4, -3, 0, -33, 1, -5, 2
CCOc1ccc(NC(=O)CCC(=O)NNS(=O)(=O)c2ccccc2[N+](=O)[O-])cc1
  /, /, 9, 0.0, 0, -4, -27, -4, -1, 10
O=C(O)c1cccc(S(=O)(=O)N2CCOCC2)c1
  /, /, 10, /, 4, 4, -5, 4, 0, /
COc1ccc(NC(=O)CSCc2ccc([N+](=O)[O-])cc2)cc1OC
  2, 4, 3, 0.0, 1, 0, -4, 0, -4, 11
COc1ccc(OC2OC3COC(C)(C)OC3C(O)C2NC(C)=O)cc1 (stereo not drawn)
  4, -13, 27, 0.1, -2, -1, -41, -6, -2, 7
CC(=O)C1=C(C)NC(SCc2cccc([N+](=O)[O-])c2)=C(C#N)C1c1ccco1 (stereo not drawn)
  8, 0, 7, -0.2, 2, 0, -6, -3, 1, -1
Cn1c(=O)[nH]c2cc3ccccc3cc21
  -7, 9, 11, -0.1, 1, 3, -5, 0, 0, 62*
Cc1ccnc(NC(=O)CNC(=O)Cc2cccc3ccccc23)c1
  -12, -9, -20, -3.8, /, -4, /, /, 0, -1
COCCN1C(=O)C(=O)/C(=C(/O)c2ccc(S(=O)(=O)N3CCOCC3)cc2)C1c1ccc(O)c(OC)c1 (stereo not drawn)
  -4, -1, 31, -0.3, -5, -2, 5, -6, 0, 1
Cc1ccc2nc(N(CCCN(C)C)C(=O)COc3ccc(Cl)cc3)sc2c1
  /, /, -4, /, 4, -4, -4, 5, -1, 1
O=C1C=C(NCc2ccc3c(c2)OCO3)CC(c2ccccc2)C1 (stereo not drawn)
  2, 5, -20, 0.4, 0, 2, -6, -3, -2, 9
Cc1ccc(S(=O)(=O)CCC(=O)NCc2ccccc2)cc1
  -8, 8, 29, 0.1, 5, 3, 9, 5, -2, -10
COc1ccc(S(=O)(=O)NCCSc2ccccc2)cc1OC
  0, -8, 19, -0.2, 3, 2, -7, -4, 0, 15
COc1ccc(NC(=S)Nc2ccc3nc(C)c(C)nc3c2)cc1
  1, -5, 16, 0.6, 0, 0, -15, 4, -2, -15
O=C(CNC(=O)c1cccc(Cl)c1)Nc1ccc(F)c(F)c1F
  20, 44, 4, 0.2, 1, -1, 35, -2, -4, 6
COc1ccc(CCN2CC3=C(C2=O)C(c2ccccc2)NC(=O)N3C)cc1OC (stereo not drawn)
  2, 0, 8, -0.2, 2, -2, -18, 8, -2, 46
Fc1ccc(CSc2nc3ncc(Br)cc3[nH]2)cc1
  18, 34, 14, 0.6, -2, 4, -39, -1, -2, -25
Cc1ccc(CCNS(=O)(=O)c2ccc3c(c2)N(C)CCO3)cc1
  2, 7, 17, -0.5, -5, -2, -31, -6, -3, 3
Cc1cc(C)cc(C(=O)NC(CC(N)=O)c2ccc(N3CCC(N4CCCCC4)CC3)c([N+](=O)[O-])c2)c1 (stereo not drawn)
  -2, 1, 24, -0.5, 0, 1, -3, 2, -1, 9
CC(=O)Nc1ccc(S(=O)(=O)n2cnc3cc(C)c(C)cc32)cc1
  -7, -11, 13, 2.1, -2, -5, -16, 1, -6, -1
COCCn1c(=O)[nH]c2cc(C(=O)NCC3CCCO3)ccc2c1=O (stereo not drawn)
  -9, -13, 23, -0.8, 0, -3, -14, -4, -2, -10
FC(F)(F)c1cc(-c2ccco2)nc(N2CCN(c3ccccc3)CC2)n1
  1, 16, 6, 0.0, -9, 3, 2, 1, -3, -65
CCOC(=O)C1(Cc2ccccc2)CCN(Cc2cccc(OC)c2O)CC1
  -4, -1, 33, 0.5, 0, -1, -4, -4, 0, -11

Further compounds
Fields – HSF1 inh, HSF-1 act, AI-2 QS mod, HIF act, HSP90 inh, GSK3B inh, KLF5 inh, IEC-6 tox, GSK3A inh, aSyn 5UTR inh
CCn1c(SCC(=O)Nc2nonc2C)nnc1-c1ccco1
  -3, -2, -4, -0.4, -1, -5, -8, 1, /, -5
COc1ccc(NC(=O)CCN2CCCC2)c(OC)c1
  -14, -19, 0, -0.2, 3, 3, -9, 1, -1, -4
O=C(c1cccs1)N1N=C(c2ccccc2)CC1c1ccccc1 (stereo not drawn)
  10, 34, -6, -1.2, 2, -2, -60, 3, -1, 32
Oc1ccc(N=C/C=C/c2ccc(Br)cc2)cc1-c1nc2ccccc2s1
  -1, -22, 24, 0.7, 1, 1, -9, 0, -1, -107
CC1CCCC(C)N1S(=O)(=O)c1ccc(S(=O)(=O)NCCc2ccncc2)cc1 (stereo not drawn)
  -7, -5, 25, -0.7, 2, 3, -7, 3, 1, -19
CCNS(=O)(=O)c1ccc(CCC(=O)Nc2ccccc2)cc1
  -5, -10, 18, 0.3, -4, 0, -16, -10, -1, 3
